Screening results as filed in PubChem BioAssay.
H9c2 TAG inh = inhibitors of triacylglycerol accumulation, primary screen, cell-based, uHTS, fluorescence, H9c2. H9c2 cells, Nile Red lipid (TAG) fluorescence; cells loaded with 200 µM oleic acid. actives 0.66% (n = 230,000). inhibition, % at 12.5 µM. AID 651582, 2012;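 active = pattern-corrected inhibition of lipid staining of at least 50% with the nuclear-stain viability signal not falling by more than 50%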;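 note: 0% = DMSO wells and 100% = triacsin C control wells; some results filed as inactive read as strong as hits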
H9c2 TAG inh DAPI viability = further read-out of H9c2 TAG inh, marked with its call; DAPI nuclei signal change (viability), lower = more cytotoxic, %;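 whole-well DAPI fluorescence read on a plate reader as a viability signal; minus 50 percent equals half of cells still viable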
* marks the source's active call; other numbers are inactive results. A portion of the library; the hit share may differ from the screen's.

SMILES	H9c2 TAG inh	H9c2 TAG inh DAPI viability
CCN1CCC(C(=O)NC(c2ccc(F)cc2)c2ncccc2C)CC1 (stereo not given)	23.8	1.2
COc1cc(/C=N\NC(=O)Cn2nnc3ccccc32)cc(OC)c1OC	0.2	0.6
COc1ccc(CN2C(=O)C(CC(=O)NCc3cccs3)CC(C(=O)N(C(C)C)C(C)C)=C2C)cc1 (stereo not given)	13.9	1.3
CCCCn1cnc2c(SCc3cccc(F)c3)nc(N)nc21	-1.7	-5.4
CC1(c2ccc(Cl)cc2)NC(=O)N(CC(=O)N2CCN(C(=O)c3cccs3)CC2)C1=O (stereo not given)	-0.6	-17.1
CC(C)(C)c1ccc(-c2cc(-c3ccccc3O)[nH]n2)cc1	-11.3	5.6
COc1ccccc1C(=O)NCCC(=O)NCCc1ccccc1	-1.4	-6.7
Cc1ncc(CN2CCN(C(C)C)C(CCO)C2)s1 (stereo not given)	-8.2	-2.6
Cc1cccc(OCC(=O)Nc2cccc(O)c2)c1	-10.7	0.6
CC(C)C(=O)OCC(=O)Nc1ccc2c(c1)CCC2	-10.4	-5.5
Cc1ccc(CC(=O)N(C)CC(=O)Nc2ccc(N3CCOCC3)cc2)cc1C	8.7	-0.9
CCOc1nc(Nc2ccc(OC)cc2)nc(N2CCOCC2)n1	9.4	-6.1
NNC(=O)c1cccc(Cn2cc(Br)c([N+](=O)[O-])n2)c1	-2.1	2.9
CCOc1ncccc1C(=O)OCC(=O)Nc1ccc(C(C)C)cc1	2.5	15.3
CC(C)CC(c1nnnn1C1CCCCC1)N1CCN(c2ncccn2)CC1 (stereo not given)	5.2	2.2
Cc1cc(NC(=O)CSc2nc3c([nH]c4ccccc43)c(=O)n2-c2cccc(C(F)(F)F)c2)no1	40.0	-5.4
CCCC[C@@H]1CCCO[C@@](C(=O)NCc2cc(C)n(C)n2)(C(F)(F)F)C1	5.3	9.2
CN(C)c1nc(C(F)(F)F)cc(=O)[nH]1	-11.3	1.2
C=CC[C@@H](Cc1ccc(F)cc1)C(=O)OC[C@@H]1CCCN1C(=O)[C@H](CC=C)CC(=O)N[C@H](CO)Cc1ccccc1	-3.8	-11.7
CC(=O)c1cccc(NC(=O)c2ccc(-n3cncn3)c3ccoc23)c1	17.5	-23.4
Nc1nc(-c2ccc3c(c2)OCCO3)c(CC(=O)O)s1	12.8	-9.1
O=C1C(C=Nc2ccccc2)=C(O)c2ccccc21	-0.2	-1.7
CN1CCN(c2ccccc2NC(=O)c2ccc(-c3ccc(Br)cc3)o2)CC1	28.0	1.6
Nc1nc(SCc2ccccc2)n[nH]1	8.8	-1.6
COc1ccc(C(=O)O/N=C2\CCS(=O)(=O)c3sccc32)cc1	1.8	4.1
CNc1nc(OC)nc(N(C#N)CN2C(=O)c3ccccc3S2(=O)=O)n1	12.2	5.3
O=C(O)CC/C(=N\NC(=O)c1ccccc1)c1cccs1	-4.9	-2.0
COc1ccc(-n2cnnc2SCC(=O)N2CCN(S(=O)(=O)c3ccccc3)CC2)cc1	-8.4	4.1
CC(=O)c1sccc1NC(=O)CC(C)(C)CC(=O)O	-1.8	7.9
Fc1ccccc1/C=N/Nc1ncnc2nc[nH]c12	9.8	-3.6
CC1CCCN(C(=O)COC(=O)CSc2ccc(C(N)=O)cc2[N+](=O)[O-])C1 (stereo not given)	-4.8	-2.3
COCCN(C)C(=O)CCc1nnc(Cc2ccc(-c3ccccc3)cc2)o1	-2.4	-1.0
O=c1[nH]c(CN2CCCCC2)ccc1O	-2.6	-0.9
CCOC(=O)c1cnc2c(-c3ccc(Cl)cc3)c(C)nn2c1N	13.9	14.9
Nc1cc(=O)[nH]c(SCC(=O)Nc2ccc(N3CCCCC3)cc2)n1	-15.6	1.8
O=C(O)COc1ccc(C=C2SC(=S)N(c3ccccc3)C2=O)cc1	2.3	2.2
COc1ccc(C2C(C(=O)O)CC(=O)N2c2ccc(OC)cc2)cc1 (stereo not given)	17.2	-6.6
COc1ccc(-c2noc(N3CCC(C(=O)Nc4cc(OC)ccc4OC)CC3)n2)cc1	9.3	-3.4
COCC(=O)N1CCC(n2nnc3cc(F)ccc32)CC1	-23.2	15.8
C=CCSc1nnc(CNS(=O)(=O)c2ccc(C)cc2)n1C	5.8	-4.3
COc1cc(C[C@@H]2C(=O)OC[C@H]2Cc2ccc(OC)c(OC)c2)ccc1O	-15.9	-4.7
COc1cccc(NC(=O)CN(C)C(=O)/C=C/c2ccc3ccccc3n2)c1	6.3	-5.2
O=C(COC(=O)c1cccc(S(=O)(=O)N2CCCCC2)c1)NCc1ccccc1	-3.8	4.1
COc1ccc(OC)c(NC(=O)CN2C(=O)NC(C)(c3ccc4c(c3)OCCO4)C2=O)c1 (stereo not given)	29.7	-1.2
NCCCC[C@@H]1NC(=O)c2cc([N+](=O)[O-])cc(F)c2NCCCC[C@@H](C(N)=O)NC(=O)[C@H](CCC(N)=O)NC1=O	-0.1	-1.9

Molecules above containing two or more sulfur atoms (four):
SMILES	H9c2 TAG inh	H9c2 TAG inh DAPI viability
COc1ccc(C(=O)O/N=C2\CCS(=O)(=O)c3sccc32)cc1	1.8	4.1
COc1ccc(-n2cnnc2SCC(=O)N2CCN(S(=O)(=O)c3ccccc3)CC2)cc1	-8.4	4.1
O=C(O)COc1ccc(C=C2SC(=S)N(c3ccccc3)C2=O)cc1	2.3	2.2
C=CCSc1nnc(CNS(=O)(=O)c2ccc(C)cc2)n1C	5.8	-4.3

Carrying on:
SMILES	H9c2 TAG inh	H9c2 TAG inh DAPI viability
CC(C)(C)C(=O)CNCC(=O)C(C)(C)C	7.2	1.5
CCS(=O)(=O)N1Cc2ccccc2CC1C(=O)Nc1ccc(OC)cc1 (stereo not given)	-3.3	-8.3
O=C(C[C@H]1C/C=C\C[C@H](NC(=O)OCC2c3ccccc3-c3ccccc32)C(=O)OC[C@H]2CCCN2C1=O)NCCO	-28.3	1.1
O=C(c1cccc(C(F)(F)F)c1)C1CCCN(C(=O)/C=C/c2cnc[nH]2)C1 (stereo not given)	-3.7	0.3
COc1ccc(OC)c(C2C(C(=O)c3cccs3)=C(O)C(=O)N2c2cc(C)on2)c1 (stereo not given)	-7.2	1.1
COC(=O)Cc1[nH]n(-c2nc3ccccc3s2)c(=O)c1C(C)=Nc1ccc(OC)cc1	15.8	-6.1
O=CC(=Cc1ccccc1)c1ccccc1	9.8	-1.7
O=Cc1s/c(=N\S(=O)(=O)c2ccccc2)n(CCCCl)c1Cl	101.8	-84.5
CC(C)C(=O)Nc1nc2cc3c(cc2s1)OCCO3	-18.3	-0.9
O=C(CN1CCN(C/C=C/c2ccccc2)CC1)Nc1ccccc1C(=O)NC1CC1	4.2	5.3
Cc1cc(C)n2nc(C(=O)OCC(=O)N(C)CC(=O)Nc3ccccc3Cl)nc2n1	-8.4	3.0
Cc1ccc(CNC(=O)CC2(CC3=NS(=O)(=O)c4ccccc4N3)CCCC2)cc1	3.6	7.3
COc1ccc(-c2n(Cc3ccccc3)c3ccccc3[n+]2Cc2ccccc2)cc1	-19.1	20.2
Cc1nn(Cc2ccccc2)c(C)c1C(=O)Nc1ccc(N2CCOCC2)cc1	1.3	-6.3
CCN(CC)c1ccc(NC(=O)COC(=O)CCC(=O)c2cccs2)cc1	-2.5	2.3
CN(C(=O)COC(=O)/C=C/c1ccc2c(c1)OCO2)c1c(N)n(Cc2ccccc2)c(=O)[nH]c1=O	-11.8	12.4
COc1ccc(-c2noc(CCC(=O)NCc3cc(Br)ccc3OC)n2)cc1	3.3	4.6
COc1ccc(NC(=O)Nc2c(C)n(C)n(-c3ccccc3)c2=O)c(OC)c1	6.8	-0.1
Cc1cc(C(=O)NNC(=O)/C=C/c2ccco2)c(C)o1	-0.1	0.8
CC[C@H](C)[C@@H](CN[C@H](CCCCNC)CNC)NCC1CCCC1	28.9	8.2
Cc1ccc(C2NC(=S)N3C(c4ccc(C)cc4)NC(=S)N23)cc1 (stereo not given)	6.3	0.4
CCN(C(=O)c1ccc(=O)n(C)n1)c1c(N)n(Cc2ccccc2)c(=O)[nH]c1=O	-3.2	9.2
COc1ccccc1N1CCN(/N=C(\C)c2ccccc2O)CC1	-7.5	2.5
COC(=O)C(Cc1c[nH]c2ccccc12)NC(=O)CNC(C)=O (stereo not given)	-7.5	3.6
O=c1cc(CSc2nnnn2-c2ccccc2)nc2scc(-c3ccccc3)n12	2.1	-4.0
Cc1ccc(-c2nc3c(=O)n(-c4ccccc4)c4c(c(=O)n(C)c(=O)n4C)c3o2)cc1	11.6	-2.6
COc1ccc(N2CCN(C(=O)CCS(=O)(=O)c3ccc(C)cc3)CC2)cc1	-10.5	-4.2
Cc1ccccc1NC(=O)C[n+]1cc(-c2ccccc2)n2c1CCC2	3.7	6.2
CCN1C(=O)[C@H]2[C@@H](c3ccc(C)cc3)N3C(=O)N(c4cccc(Br)c4)C(=O)[C@@]3(CC)[C@H]2C1=O	-0.8	-8.5
CC(C)(C)C1CCc2c(sc3nc(SCC(=O)O)nc(N)c23)C1 (stereo not given)	3.0	0.3
Cc1cn(CC(=O)NCc2ccc(N(C)C)cc2)c(=O)[nH]c1=O	-5.0	5.7
O=C(Nc1cccnc1)c1ccc(N2CCOCC2)c([N+](=O)[O-])c1	2.2	2.8
CC(=O)Nc1ccccc1NC(=O)c1ccc2c(c1)OCO2	4.5	-5.8
Cc1cnccc1CN(C)Cc1nc(Cc2ccccc2Cl)no1	-29.5	14.1
COc1ccc(OC)c(S(=O)(=O)N2CCC(C(=O)Nc3ccccc3)CC2)c1	17.2	3.2
CC1CCc2nn(CC(=O)NCCCN3CCCCC3)cc2C1 (stereo not given)	3.1	-5.7
CCCCNc1ccc(C(F)(F)F)cc1S(=O)(=O)NCCc1ccc(F)cc1	-49.1	18.5
COc1ccccc1CNC(=O)COC(=O)CNS(=O)(=O)c1ccc(NC(C)=O)cc1	11.1	4.9
Cc1ccc(CN2CCN(Cc3cccc(OCCO)c3)CC2CCO)o1 (stereo not given)	8.2	0.6
CN1CCN(S(=O)(=O)c2ccc(Br)c3ccccc23)CC1	-1.3	-4.2
CS(=O)(=O)N(CCc1ccccc1)CC(=O)NCc1ccco1	-3.7	-10.7
O=C(N/N=C/c1cc2c(cc1Br)OCO2)C1COc2ccccc2O1 (stereo not given)	-40.8	-4.1
Cc1ccccc1-n1c(O)cc(=O)[nH]c1=S	7.9	-1.7
CO[C@@H]1[C@@H](OC(N)=O)[C@@H](O)[C@H](Oc2ccc3c(O)c(NC(=O)c4ccc(O)c(CC=C(C)C)c4)c(=O)oc3c2C)OC1(C)C	-6.1	2.9
Cc1ccccc1C(=O)NC1CCSC1=O (stereo not given)	-2.1	-2.3
CCOC(=O)C1=C(C)n2c(s/c(=C3\C(=O)Nc4ccccc43)c2=O)=NC1c1ccc(OC)cc1 (stereo not given)	3.4	156.0
Cn1nc(C(F)(F)F)c(/C=N/OC(=O)c2ccccc2)c1Sc1ccc(Cl)cc1	-18.3	-0.9
Cc1cccc(C)c1NC(=O)NC1(C(=O)N2CCOCC2)CCCCC1	10.9	-6.3
O=C(Nc1cc(-c2ccccc2)cs1)c1ccco1	7.0	-3.3
COc1cccc(C2c3cc4c(cc3OC(N3CCCC3)C2C)OCO4)c1O (stereo not given)	-1.4	-14.4
Cc1ccc(NC2=NC3(CCCC3)N=C(N)N2)c(C)c1	2.5	3.8

Compounds shown so far that have fluorine:
SMILES	H9c2 TAG inh	H9c2 TAG inh DAPI viability
CCN1CCC(C(=O)NC(c2ccc(F)cc2)c2ncccc2C)CC1 (stereo not given)	23.8	1.2
CCCCn1cnc2c(SCc3cccc(F)c3)nc(N)nc21	-1.7	-5.4
Cc1cc(NC(=O)CSc2nc3c([nH]c4ccccc43)c(=O)n2-c2cccc(C(F)(F)F)c2)no1	40.0	-5.4
CCCC[C@@H]1CCCO[C@@](C(=O)NCc2cc(C)n(C)n2)(C(F)(F)F)C1	5.3	9.2
CN(C)c1nc(C(F)(F)F)cc(=O)[nH]1	-11.3	1.2
C=CC[C@@H](Cc1ccc(F)cc1)C(=O)OC[C@@H]1CCCN1C(=O)[C@H](CC=C)CC(=O)N[C@H](CO)Cc1ccccc1	-3.8	-11.7
Fc1ccccc1/C=N/Nc1ncnc2nc[nH]c12	9.8	-3.6
COCC(=O)N1CCC(n2nnc3cc(F)ccc32)CC1	-23.2	15.8
NCCCC[C@@H]1NC(=O)c2cc([N+](=O)[O-])cc(F)c2NCCCC[C@@H](C(N)=O)NC(=O)[C@H](CCC(N)=O)NC1=O	-0.1	-1.9
O=C(c1cccc(C(F)(F)F)c1)C1CCCN(C(=O)/C=C/c2cnc[nH]2)C1 (stereo not given)	-3.7	0.3
CCCCNc1ccc(C(F)(F)F)cc1S(=O)(=O)NCCc1ccc(F)cc1	-49.1	18.5
Cn1nc(C(F)(F)F)c(/C=N/OC(=O)c2ccccc2)c1Sc1ccc(Cl)cc1	-18.3	-0.9
